Screening data from PubChem BioAssay.
FXIIa inh = human FXIIa protease inhibitors, primary screen, biochemical, 1536-well; Coagulation factor XII (Homo sapiens), P00748; purified FXIIa, Boc-QGR-AMC fluorogenic substrate, 2 h; inhibition, % at 5 µM; 220,000 tested, 0.3% active; AID 800, 2007; in the data active = inhibition above about 40%;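 note: 0% = enzyme with no compound and 100% = blank without enzyme; many of its hits are not listed in these tables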
PGE2 EP2 inh = human EP2 receptor antagonists, primary screen, TR-FRET cAMP, C6 glioma cells; Prostaglandin E2 receptor EP2 subtype (Homo sapiens), P43116; 260,000 tested, 0.52% active; inhibition, % at 25 µM; C6 glioma cells expressing human EP2; cells stimulated with saturating PGE2; AID 1422, 2008;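 active = percent inhibition above 40 after rounding to a whole number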;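 note: rat C6 glioma host cells with rolipram phosphodiesterase inhibitor present; the protocol text gives 20 µM as final concentration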
Target sequence (P43116 whole entry, looked up): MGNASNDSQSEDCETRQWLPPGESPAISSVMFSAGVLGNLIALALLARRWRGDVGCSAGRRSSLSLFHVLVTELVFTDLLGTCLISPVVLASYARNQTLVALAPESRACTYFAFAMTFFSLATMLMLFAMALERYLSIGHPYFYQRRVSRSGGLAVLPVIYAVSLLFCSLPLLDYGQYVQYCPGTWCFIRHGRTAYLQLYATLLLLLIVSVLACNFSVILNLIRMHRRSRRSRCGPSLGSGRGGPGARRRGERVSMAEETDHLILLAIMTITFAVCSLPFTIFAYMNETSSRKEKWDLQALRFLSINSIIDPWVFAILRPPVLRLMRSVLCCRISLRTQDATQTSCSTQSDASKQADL
PPC-1+TRAIL kill = compounds killing PPC-1 cancer cells with TRAIL present, primary screen, TRAIL potentiator project, ATPLite luminescence, uHTS; cell killing (% activity), % at 4 µM; 220,000 tested, 0.41% active; PPC-1 cells + TRAIL, ATPLite viability luminescence; AID 1443, 2008;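 active = cell killing above 50% in the first pass at 4 µM, then a duplicate retest at 5 µM averaging 50% or more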;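 note: plate controls were cells with TRAIL plus DMSO for no effect and medium-only wells lacking cells for full effect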
CHOP inhibitor = inhibitors of CHOP promoter induction, primary screen, cell-based, unfolded protein response, luciferase reporter | CHO-K1 CHOP-promoter luciferase, tunicamycin-induced, 15-18 h | inhibition, % at 10 µM | 220,000 tested, 3.8% active | AID 2732, 2010;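 active = compounds that reduced the stress-induced luciferase reporter signal by more than about 70% of percent inhibition, limit read from the data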;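 note: 0% = tunicamycin plus vehicle and 100% = wells without tunicamycin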
FXIa inh 1536 = human FXIa protease inhibitors, primary screen, biochemical, 1536-well; Coagulation factor XI (Homo sapiens), P03951; purified FXIa, Boc-Glu-Ala-Arg-AMC fluorogenic substrate; inhibition, % at 5 µM; 220,000 tested, 0.14% active;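 active = inhibition of at least 40%; inactive = inhibition below 40%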;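 note: fluorescence of freed AMC excited at 355 nm; 0% = enzyme without compound and 100% = no enzyme blank; many of its hits are not listed in these tables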
TNF necrop inh = inhibitors of TNF-alpha triggered necroptosis, primary screen, cell-based, Jurkat FADD-/-, single concentration; Jurkat FADD-/- TNF necroptosis rescue, ATP luminescence, 24 h; 0 = TNF only, 100 = no-TNF cells; activation (protection from cell death), % at 10 µM; 220,000 tested, 0.068% active;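 active = activation, meaning protection from cell death, of at least 50% relative to plate controls; inactive = activation below 50%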;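 note: necroptosis triggered by 40 ng/mL TNF-alpha added together with compound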
Wee1 degr inh = Wee1 degradation inhibitors, primary screen, cell-based, HeLa, Wee1K328M-luciferase, luminescence; Wee1-like protein kinase (Homo sapiens), P30291; 220,000 tested, 1.2% active; HeLa Luc-Wee1K328M stability; 100% = proteasome inhibitor MG132 effect; AID 1321, 2008; reporter increase, % at 5 µM;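 active = activation above the mean of all tested compounds plus 3 SD, set per screening run, cut at about 8.8% in these data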;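 note: cells exposed to compound for 20 h before luminescence read; 0% = DMSO alone and 100% = MG132 at 30 µM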
Target sequence (P30291 whole entry K328M): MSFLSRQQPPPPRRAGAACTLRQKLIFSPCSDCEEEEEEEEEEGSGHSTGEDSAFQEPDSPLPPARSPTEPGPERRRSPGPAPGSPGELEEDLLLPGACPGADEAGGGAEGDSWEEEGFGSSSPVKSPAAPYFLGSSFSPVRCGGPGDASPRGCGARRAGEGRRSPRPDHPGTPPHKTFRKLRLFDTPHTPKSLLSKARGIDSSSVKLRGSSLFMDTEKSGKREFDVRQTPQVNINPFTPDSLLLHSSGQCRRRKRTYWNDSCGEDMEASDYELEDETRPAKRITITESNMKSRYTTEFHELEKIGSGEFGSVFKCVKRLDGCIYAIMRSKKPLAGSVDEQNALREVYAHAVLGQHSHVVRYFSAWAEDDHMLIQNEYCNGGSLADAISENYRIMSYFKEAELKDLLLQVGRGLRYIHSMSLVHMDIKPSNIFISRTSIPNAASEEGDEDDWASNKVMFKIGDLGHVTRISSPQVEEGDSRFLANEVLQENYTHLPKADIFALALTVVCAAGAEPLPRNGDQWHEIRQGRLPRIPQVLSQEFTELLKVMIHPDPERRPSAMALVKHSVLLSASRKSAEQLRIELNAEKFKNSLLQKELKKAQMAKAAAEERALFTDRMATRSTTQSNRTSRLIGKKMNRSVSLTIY
zVAD death inh = inhibitors of zVAD-triggered necroptosis, primary screen, L929 cells. L929 zVAD necroptosis rescue, ATP luminescence, 24 h; with zVAD 60 µM. 220,000 tested, 0.38% active. viability rescue, % at 10 µM;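 active = activation, scaled between plate controls, above about 75%, limit read from the data; inactive = activation under that limit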;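 note: 0% = zVAD with DMSO and 100% = DMSO alone without zVAD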
TbHK1 inh = Trypanosoma brucei hexokinase 1 inhibitors, primary screen, biochemical, G6PDH-coupled NADH absorbance, MLSCN library; 220,000 tested, 0.11% active; recombinant TbHK1, G6PDH-coupled NADH A340; inhibition, % at 10 µM; hexokinase 1 [Trypanosoma brucei];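 active = inhibition of 50% or more in the single-dose primary screen; inactive = inhibition below 50%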
An asterisk follows results filed as active; & = joins results of further samples.

What do the screens show for `O=C(c1cccn2c(=O)c3cc(Cl)ccc3nc12)N1CCN(Cc2ccc3c(c2)OCO3)CC1`?
FXIIa inh: 13; PPC-1+TRAIL kill: -2; CHOP inhibitor: 18; FXIa inh 1536: 3; TNF necrop inh: -1.9; Wee1 degr inh: -1; zVAD death inh: 0.0; TbHK1 inh: -13

How did O=C(Nc1cc(Cl)cc(Cl)c1)C(c1ccccc1)N1CCCCC1 (stereo not given) do in these assays?
FXIIa inh: 1; PGE2 EP2 inh: 0; PPC-1+TRAIL kill: 12; CHOP inhibitor: 24; FXIa inh 1536: -4; TNF necrop inh: 1.2; Wee1 degr inh: 0; zVAD death inh: 0.5; TbHK1 inh: 4

Results for CCOc1ccc(C)cc1S(=O)(=O)n1ccc(C)n1 ?
FXIIa inh: 10; PGE2 EP2 inh: 11; PPC-1+TRAIL kill: 6; CHOP inhibitor: 18; FXIa inh 1536: -4; TNF necrop inh: 3.0; Wee1 degr inh: -1; TbHK1 inh: 7

How did NC(=O)c1c(NC(=O)CSc2nnc(Cc3ccccc3)n2Cc2ccco2)sc2c1CCC2 do in these assays?
FXIIa inh: 17; PGE2 EP2 inh: 8; PPC-1+TRAIL kill: 13; CHOP inhibitor: 47; FXIa inh 1536: 9; TNF necrop inh: -4.7; Wee1 degr inh: -2; zVAD death inh: 1.7; TbHK1 inh: -7

Results for Cc1ccc2c(CC(=O)NCc3ccco3)coc2c1C ?
FXIIa inh: 18; PGE2 EP2 inh: 9; PPC-1+TRAIL kill: 17; FXIa inh 1536: 2; TNF necrop inh: -6.8; Wee1 degr inh: 1; zVAD death inh: -0.8; TbHK1 inh: 7

Results for c1ccc(Oc2cc(-n3cccn3)ncn2)cc1 ?
FXIIa inh: 3; PGE2 EP2 inh: 5; PPC-1+TRAIL kill: 24; CHOP inhibitor: -2; FXIa inh 1536: -1; TNF necrop inh: -2.4; Wee1 degr inh: -1; zVAD death inh: -0.5; TbHK1 inh: 3

How did O=[N+]([O-])c1cc([N+](=O)[O-])c2c(=Nc3ccccc3)n(-c3ccccc3)n(O)c2c1 do in these assays?
FXIIa inh: 10; PGE2 EP2 inh: 6; PPC-1+TRAIL kill: 13; CHOP inhibitor: -65; FXIa inh 1536: 4; TNF necrop inh: -7.4; Wee1 degr inh: -3; zVAD death inh: 0.4; TbHK1 inh: -3

What do the screens show for `Cc1nn(-c2ccccc2)c(N)c1C1(O)C(=O)Nc2ccc([N+](=O)[O-])cc21` (stereo not given)?
FXIIa inh: 3; PGE2 EP2 inh: 1; PPC-1+TRAIL kill: -10; CHOP inhibitor: -1; FXIa inh 1536: -8; TNF necrop inh: 1.7; Wee1 degr inh: -1; zVAD death inh: -0.5; TbHK1 inh: -34

Results for Cn1ncc(C#N)c1NC(=O)C1CC(c2ccc(Cl)cc2)=NO1 (stereo not given) ?
FXIIa inh: 0; PGE2 EP2 inh: 15&10; PPC-1+TRAIL kill: 16; CHOP inhibitor: 24; FXIa inh 1536: -2; TNF necrop inh: -0.1; Wee1 degr inh: -3; zVAD death inh: -0.2; TbHK1 inh: 0

Results for O=C(COC(=O)c1cccc([N+](=O)[O-])c1)c1ccc(OCc2ccccc2)cc1 ?
FXIIa inh: 27; PGE2 EP2 inh: 6; PPC-1+TRAIL kill: 15; CHOP inhibitor: 40; FXIa inh 1536: 19; TNF necrop inh: 2.5; Wee1 degr inh: 1; zVAD death inh: -0.2; TbHK1 inh: 20

Results for CC(=O)N1C(=O)C2(C(C#N)=C(N)Oc3c2c(C)nn3-c2ccccc2)c2ccccc21 (stereo not given) ?
FXIIa inh: 3; PGE2 EP2 inh: 16; PPC-1+TRAIL kill: 5; CHOP inhibitor: 10; FXIa inh 1536: -10; TNF necrop inh: -2.9; Wee1 degr inh: -3; zVAD death inh: 1.6; TbHK1 inh: -6

What do the screens show for `CCCn1c(SCC(=O)O)nc2ccccc21`?
FXIIa inh: 1; PGE2 EP2 inh: 5; PPC-1+TRAIL kill: -2; CHOP inhibitor: 19; FXIa inh 1536: 5; TNF necrop inh: -1.2; Wee1 degr inh: 2; zVAD death inh: 0.2; TbHK1 inh: -2

Results for Cc1ccc2nc(C)c(C(=O)NN=C3CCCCCC3)n2c1 ?
FXIIa inh: 3; PGE2 EP2 inh: 9; PPC-1+TRAIL kill: 16; CHOP inhibitor: -16; FXIa inh 1536: -2; TNF necrop inh: 0.9; Wee1 degr inh: 4; zVAD death inh: 34; TbHK1 inh: -5

Results for CC(=O)c1ccc(NC(=O)C(C)Sc2ccccn2)cc1 (stereo not given) ?
FXIIa inh: 4; PGE2 EP2 inh: 6; PPC-1+TRAIL kill: -3; CHOP inhibitor: 1; FXIa inh 1536: -4; TNF necrop inh: 0.6; Wee1 degr inh: 3; zVAD death inh: 1.0; TbHK1 inh: -3

Results for c1ccc(Cn2c(SCc3nc4ccccc4s3)nnc2-c2ccco2)cc1 ?
FXIIa inh: 16; PGE2 EP2 inh: 6; PPC-1+TRAIL kill: -3; CHOP inhibitor: -3; FXIa inh 1536: 0; TNF necrop inh: -0.2; Wee1 degr inh: -1; zVAD death inh: 0.4; TbHK1 inh: 12

How did CC12CCC(C(=O)N(NC(=O)c3ccccc3Cl)C1=O)C2(C)C (stereo not given) do in these assays?
FXIIa inh: -9; PGE2 EP2 inh: 4; PPC-1+TRAIL kill: -8; CHOP inhibitor: 45; FXIa inh 1536: -8; TNF necrop inh: 1.0; Wee1 degr inh: -3; zVAD death inh: 0.1; TbHK1 inh: 2

Results for CCCn1nnnc1NC(=O)c1cccs1 ?
FXIIa inh: 14; PGE2 EP2 inh: 2; PPC-1+TRAIL kill: -13; CHOP inhibitor: -6; FXIa inh 1536: 1; TNF necrop inh: -0.8; Wee1 degr inh: -2; zVAD death inh: 0.1; TbHK1 inh: 3

How did CCOc1ccc2ncc(S(=O)(=O)c3ccccc3)c(N3CCN(c4ccc(OC)cc4)CC3)c2c1 do in these assays?
FXIIa inh: 12; PGE2 EP2 inh: 3; PPC-1+TRAIL kill: 14; CHOP inhibitor: 27; FXIa inh 1536: 4; TNF necrop inh: 7.3; Wee1 degr inh: 1; zVAD death inh: 0.2; TbHK1 inh: 18

Results for CN(C)S(=O)(=O)c1cccc(NC(=O)c2ccncc2)c1 ?
FXIIa inh: 17; PGE2 EP2 inh: 6; PPC-1+TRAIL kill: 14; CHOP inhibitor: 24; FXIa inh 1536: 7; TNF necrop inh: 1.4; Wee1 degr inh: 0; zVAD death inh: 0.8; TbHK1 inh: 4

Results for O=C(NCCN1CCOCC1)c1ccc(Cl)c(S(=O)(=O)N2CCCCCC2)c1 ?
FXIIa inh: 21; PGE2 EP2 inh: 12; PPC-1+TRAIL kill: 1; CHOP inhibitor: 20; FXIa inh 1536: 8; TNF necrop inh: -1.9; Wee1 degr inh: -4; zVAD death inh: 1.0; TbHK1 inh: -4

Results for c1ccc2ncc(-n3cnnn3)cc2c1 ?
FXIIa inh: -7; PGE2 EP2 inh: 6; PPC-1+TRAIL kill: 36; CHOP inhibitor: 17; FXIa inh 1536: -3; TNF necrop inh: -0.2; Wee1 degr inh: -1; zVAD death inh: 0.2; TbHK1 inh: 2

What do the screens show for `O=C(CNC(=O)c1ccc(F)cc1)N/N=C/c1cc(Br)ccc1OCc1ccccc1`?
FXIIa inh: 15; PGE2 EP2 inh: 10; PPC-1+TRAIL kill: 17; CHOP inhibitor: 32; FXIa inh 1536: 6; TNF necrop inh: 1.7; Wee1 degr inh: -1; zVAD death inh: 2.6; TbHK1 inh: 27

How did CCS(=O)(=O)N1CCN(C(=O)c2cccnc2)CC1 do in these assays?
FXIIa inh: -9; PGE2 EP2 inh: 9; PPC-1+TRAIL kill: 6; CHOP inhibitor: 6; FXIa inh 1536: -11; TNF necrop inh: 0.4; Wee1 degr inh: -1; zVAD death inh: 0.4; TbHK1 inh: -10

Results for COc1ccc(NC(=O)Nc2nnc(C(C)C)s2)cc1 ?
FXIIa inh: 13; PGE2 EP2 inh: 2; PPC-1+TRAIL kill: 9; CHOP inhibitor: -36; FXIa inh 1536: 8; TNF necrop inh: -2.3; Wee1 degr inh: 3; zVAD death inh: 95*; TbHK1 inh: 1

What do the screens show for `COCCN1C(=O)c2oc3ccccc3c(=O)c2C1c1ccc(C(=O)OC)cc1` (stereo not given)?
FXIIa inh: 21; PGE2 EP2 inh: 5; PPC-1+TRAIL kill: 3; CHOP inhibitor: -24; FXIa inh 1536: 17; TNF necrop inh: 3.0; Wee1 degr inh: -1; zVAD death inh: 1.4; TbHK1 inh: 0

Results for COc1ccc(C)cc1NC(=O)C1CCN(C(=O)Cc2ccccc2)CC1 ?
FXIIa inh: 5; PGE2 EP2 inh: 4; PPC-1+TRAIL kill: 6; CHOP inhibitor: 37; FXIa inh 1536: -1; TNF necrop inh: 0.7; Wee1 degr inh: 5; zVAD death inh: 0.0; TbHK1 inh: 9

Results for Cc1ccc(NC2CC(=O)N(c3ccc(C)cc3)C2=O)cc1 (stereo not given) ?
FXIIa inh: 17; PGE2 EP2 inh: 14; PPC-1+TRAIL kill: 22; CHOP inhibitor: 7; FXIa inh 1536: 7; TNF necrop inh: 0.9; Wee1 degr inh: -1; zVAD death inh: -0.2; TbHK1 inh: -5

What do the screens show for `CN(CCc1ccccn1)C(=O)CCC1CCCN(C(=O)NC2CCCCC2)C1` (stereo not given)?
FXIIa inh: 4; PGE2 EP2 inh: 6; PPC-1+TRAIL kill: 6; CHOP inhibitor: 10; FXIa inh 1536: 1; TNF necrop inh: 1.6; Wee1 degr inh: 6; zVAD death inh: 0.2; TbHK1 inh: -3

Results for O=C1c2ccccc2NC(c2ccccc2)N1CCCN1CCOCC1 (stereo not given) ?
FXIIa inh: 5; PGE2 EP2 inh: 5; PPC-1+TRAIL kill: 9; CHOP inhibitor: 12; FXIa inh 1536: -1; TNF necrop inh: -1.7; Wee1 degr inh: -3; zVAD death inh: -0.9; TbHK1 inh: -7

Molecules listed so far containing two or more sulfur atoms (two):
How did NC(=O)c1c(NC(=O)CSc2nnc(Cc3ccccc3)n2Cc2ccco2)sc2c1CCC2 do in these assays?
FXIIa inh: 17; PGE2 EP2 inh: 8; PPC-1+TRAIL kill: 13; CHOP inhibitor: 47; FXIa inh 1536: 9; TNF necrop inh: -4.7; Wee1 degr inh: -2; zVAD death inh: 1.7; TbHK1 inh: -7

Results for c1ccc(Cn2c(SCc3nc4ccccc4s3)nnc2-c2ccco2)cc1 ?
FXIIa inh: 16; PGE2 EP2 inh: 6; PPC-1+TRAIL kill: -3; CHOP inhibitor: -3; FXIa inh 1536: 0; TNF necrop inh: -0.2; Wee1 degr inh: -1; zVAD death inh: 0.4; TbHK1 inh: 12

These rows are one share of the data; count on the stated rates, not on these rows.
